Wee1 stabilizer – inhibitors of human Wee1 degradation; P30291; HeLa Luc-Wee1K328M stability, luciferase luminescence; 100% = proteasome inhibitor MG132 effect; reporter increase, % at 5 µM; 220,000 compounds, 1.2% hits; AID 1321;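 active = activation above the mean of all tested compounds plus 3 SD, set per screening run, cut at about 8.8% in these data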;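 also: cells exposed to compound for 20 h before luminescence read; 0% = DMSO alone and 100% = MG132 at 30 µM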
p97 ATPase inh – inhibitors of human p97 ATPase; inhibition, % at 8 µM; P55072; 220,000 compounds, 0.42% hits; AID 1481; recombinant p97 ATPase, Kinase-Glo ATP luminescence, 3 h; in the data active = inhibition above about 15%;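 also: 0% = DMSO vehicle and 100% = wells lacking enzyme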
Rad51 HR inh – Rad51 (human) homologous recombination inhibition; hRad51 DNA strand exchange, fluorescence dequenching; 200,000 compounds, 0.085% hits; Q06609; inhibition, % at 10 µM;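 active = inhibition above 40% at the single screening dose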;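 also: 0% = DMSO control wells and 100% = blanks with heterologous ssDNA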
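Material: Human Rad51 nucleoprotein filaments preassembled on unlabelled ssDNA | Also added: Labelled 47-mer dsDNA for strand exchange | Dosing: Single dose, 10 µM final compound | Schedule: 30-min compound preincubation and 15-min exchange, both room temperature | Technique: Fluorescence dequenching at 485/520 nm | Measure: Percent inhibition relative to plate controls and blanks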
eIF4E 4G PPI – blocks eIF4E binding to eIF4G | P63073+Q04637 | TR-FRET eIF4E-eIF4GI(517-606) binding, 2 h | inhibition, % at 21.7 µM | 220,000 compounds, 0.37% hits | AID 782;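 active = inhibition above about 30%, limit read from the data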;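 also: 0% = full FRET control wells and 100% = background wells lacking eIF4GI fragment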
hK5 inh – inhibitors of human kallikrein 5; Q9Y337; inhibition, % at 5 µM; recombinant hK5, fluorogenic AMC substrate cleavage; AID 873; 210,000 compounds, 0.59% hits;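 active = inhibition of 40% or more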;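 also: 0% = enzyme controls without compound and 100% = no-enzyme blanks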
FXIIa inh 1536 – inhibitors of human coagulation factor XIIa. AID 800. P00748. inhibition, % at 5 µM. 220,000 compounds, 0.3% hits. purified FXIIa, Boc-QGR-AMC fluorogenic substrate, 2 h; in the data active = inhibition above about 40%;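 also: 0% = enzyme with no compound and 100% = blank without enzyme; many of its hits are not listed in these tables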
Target sequence (P00748 20-372 limits assumed): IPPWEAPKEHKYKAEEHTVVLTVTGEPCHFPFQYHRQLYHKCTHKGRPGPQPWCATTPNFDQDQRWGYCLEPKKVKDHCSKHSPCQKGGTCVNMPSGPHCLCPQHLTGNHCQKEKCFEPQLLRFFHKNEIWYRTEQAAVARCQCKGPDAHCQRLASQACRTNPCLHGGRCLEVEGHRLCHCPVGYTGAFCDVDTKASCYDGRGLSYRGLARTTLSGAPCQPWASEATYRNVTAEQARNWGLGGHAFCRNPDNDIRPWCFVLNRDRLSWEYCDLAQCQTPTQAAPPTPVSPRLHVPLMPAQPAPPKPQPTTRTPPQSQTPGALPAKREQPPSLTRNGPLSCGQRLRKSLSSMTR
Target sequence (P00748 373-615 limits assumed): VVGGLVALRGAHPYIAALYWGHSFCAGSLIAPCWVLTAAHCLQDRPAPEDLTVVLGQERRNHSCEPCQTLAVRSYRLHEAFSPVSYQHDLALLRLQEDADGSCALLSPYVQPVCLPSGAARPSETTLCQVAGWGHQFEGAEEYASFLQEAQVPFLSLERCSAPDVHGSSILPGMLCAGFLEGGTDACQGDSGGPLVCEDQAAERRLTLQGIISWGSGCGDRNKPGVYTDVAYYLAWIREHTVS
FXIa inh – inhibitors of human coagulation factor XIa | purified FXIa, Boc-Glu-Ala-Arg-AMC fluorogenic substrate | inhibition, % at 5 µM | 220,000 compounds, 0.14% hits;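 active = inhibition of at least 40%; inactive = inhibition below 40%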;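 also: fluorescence of freed AMC excited at 355 nm; 0% = enzyme without compound and 100% = no enzyme blank; many of its hits are not listed in these tables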
Mdm2 ligase inh – inhibitors of human Mdm2 E3 ubiquitin ligase; AID 1230; Q00987; signal enhancement, % at 5 µM; 210,000 compounds, 0.11% hits; cell-based MDM2 ubiquitination luciferase reporter, 2 h; 0 = plate control, 100 = twice control, blank-subtracted;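 active = signal enhancement of 30% or more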;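 also: luminescence tracks abundance of the self-degrading MDM2-luciferase fusion protein; higher signal means inhibition of MDM2 E3 ligase activity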
Target sequence (Q00987 whole entry, looked up, the tested form may be a part): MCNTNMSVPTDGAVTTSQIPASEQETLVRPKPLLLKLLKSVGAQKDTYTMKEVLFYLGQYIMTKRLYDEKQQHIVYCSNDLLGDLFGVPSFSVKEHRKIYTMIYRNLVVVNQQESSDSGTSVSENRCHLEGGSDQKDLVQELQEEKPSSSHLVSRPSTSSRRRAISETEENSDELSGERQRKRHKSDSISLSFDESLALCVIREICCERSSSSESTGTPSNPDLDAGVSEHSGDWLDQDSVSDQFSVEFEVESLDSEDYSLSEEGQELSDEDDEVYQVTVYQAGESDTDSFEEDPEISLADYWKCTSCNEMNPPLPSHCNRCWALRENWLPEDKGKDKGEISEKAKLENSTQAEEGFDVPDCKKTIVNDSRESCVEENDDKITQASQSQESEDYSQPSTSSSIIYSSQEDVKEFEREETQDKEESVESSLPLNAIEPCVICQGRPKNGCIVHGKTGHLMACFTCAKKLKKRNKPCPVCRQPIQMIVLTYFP
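Timing – 2 h compound exposure at 37 °C · Assay system – mammalian cells stably expressing self-ubiquitinating, self-degrading MDM2 E3–luciferase fusion · Amount – 2000 cells seeded into each well · Measure – % luminescence enhancement versus blank-corrected plate control mean · Measured by – SteadyLite luminescence, 15 min reagent step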
14-3-3 Bad PPI – disrupts binding of bovine 14-3-3 zeta to phospho-Bad peptide; TR-FRET 14-3-3zeta/Dy647-pBad peptide displacement, 1 h; 220,000 compounds, 0.71% hits; inhibition, % at 21.7 µM; P63103;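 active = inhibition above about 70%, limit read from the data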;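 also: 0% = full 14-3-3 plus peptide FRET controls and 100% = background without 14-3-3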
* hit, by the source's call; · = no result given; [ ] = dose if it differs, or a comment.

SMILES	Wee1 stabilizer	p97 ATPase inh	Rad51 HR inh	eIF4E 4G PPI	hK5 inh	FXIIa inh 1536	FXIa inh	Mdm2 ligase inh	14-3-3 Bad PPI
O=C(COc1ccccc1)NNC(=S)NC(=O)c1ccc(Cl)cc1Cl	3	10	1	1[fluorescence artefact?]	-85	10	4	-5	-10
FC(F)(F)c1ccc(N2CCOCC2)c(Nc2nc3ccccc3n3cnnc23)c1	0	1	-3	-5	4	-4	-6	-8	7[fluorescence artefact?]
CC1=NNC(=O)C1CC(=O)N/N=C(/C)c1cccc([N+](=O)[O-])c1 (stereo not drawn)	0	4	16	6	-5	3	-1	-20	-6
CCc1ccc(NC(=O)C(=O)NCC2CCCO2)cc1 (stereo not drawn)	-2	3	-13	-2	-4	7	-6	-1	-13
Cc1cc(NCc2ccccn2)n2ncc(-c3ccccc3)c2n1	5	0	7	3	-12	2	0	-17	-4
CCN1C(=O)CS/C1=C(\C#N)S(=O)(=O)c1ccccc1	-1	3	-22	-6	-21	3	21	-10	-8
CC(NC(=O)c1ccc(Br)s1)c1ccncc1 (stereo not drawn)	-1	6	3	-6	-3	4	-3	-5	-7
COC(=O)c1ccc(NC(=O)CSc2nnc(C)n2-c2ccccc2)cc1	1	0	·	-4[fluorescence artefact?]	-21	11	3	-11	-4
CCN(CC)c1ccc(N)cc1S(=O)(=O)Nc1ccccc1OC	-1	-1	2	5	0	6	2	-25	11
Cc1ccc(-c2nnn(CC(=O)NC3CCCc4ccccc43)n2)cc1 (stereo not drawn)	3	6	-2	-5	-4	7	-5	-2	4[fluorescence artefact?]
Cc1ccc(-c2nc3ccccc3[nH]2)cc1NC(=O)/C=C/c1ccco1	2	11	-1	0[fluorescence artefact?]	-10	2	-6	-13	-15
O=C(Nc1ccc2c(c1)OCO2)C1CCCN(S(=O)(=O)c2cccs2)C1 (stereo not drawn)	1	-1	·	-2[fluorescence artefact?]	-21	1	-6	-17	22[fluorescence artefact?]
NC(=O)c1ccsc1NC(=O)CSc1nnc2ccccn12	1	2	8	0	5	8	0	-11	-3
CCn1c2ccccc2c2cc(NC(=O)CSc3nnc(-c4cccc(OC)c4)n3N)ccc21	0	4	-5	-5	-3	8	-3	-12	-5[fluorescence artefact?]
Nc1cc2c3c(cccc3c1)C(=O)N(CCN1CCCC1)C2=O	-2	13	-29	6	3	13	7	-13	5
CC1=CC(C)(C)N(C(=O)CSc2nnc(-c3ccc(C)cc3)o2)c2ccc(C)cc21	0	-3	13	4	16	14	2	-9	8
CCOC(=O)c1ccc(-n2cncn2)nc1	-2	-7	-4	1	-1	21	6	-49	12
CSc1ccccc1NC(=O)CN(C)C(C)C(=O)Nc1ccc(C#N)cc1 (stereo not drawn)	-1	1	-2	-2	2	7	-2	3	-3
Cc1sc2nc(CSCC(=O)Nc3ccccc3C#N)[nH]c(=O)c2c1C	-2	10	-19	1	-4	11	9	5	6
Cc1cc(Cl)ccc1OCc1cn2cccnc2n1	-3	2	2	2	-3	8	2	-56	-1
CCCc1cc(=O)[nH]c(SCC(=O)N2CCN(S(=O)(=O)c3ccc(C)cc3C)CC2)n1	3	-2	-5	-6	-22	0	0	2	-9[fluorescence artefact?]
CCOC(=O)N1CCN(C(=O)c2cn(C)c3ccc(S(=O)(=O)N4CCCC4)cc3c2=O)CC1	5	6	-5	-5	0	4	-5	-9	2
COC(=O)c1c(CCl)noc1C(=O)NCC1CCCO1 (stereo not drawn)	9	2	-7	-1	-4	9	-1	2	7[fluorescence artefact?]
COc1cnc(-c2cccc(C(F)(F)F)c2)[nH]c1=O	0	2	·	1	·	2	-3	-11	-1
Cc1ccc(-c2csc(NC(=O)Cc3ccc(F)cc3)n2)o1	-4	10	-20	-4	-10	8	2	-11	-7
N#CCSc1nc2c(c(C3CC=CCC3)c1C#N)CCC2 (stereo not drawn)	-3	5	-4	7	-1	-2	0	-8	17
Cc1cccc(C)c1NC(=O)CN1C(=O)NC(C)(CCc2ccccc2)C1=O (stereo not drawn)	2	-1	4	-1	-1	12	-2	-3	-4
O=C1NC(c2ccc(-c3ccccc3[N+](=O)[O-])o2)C(C(=O)c2ccccc2)C(O)(C(F)(F)F)N1 (stereo not drawn)	3	2	-8	2	-2	8	1	-5	3
CC(C)OCc1c(C(=O)OC/C(O)=C(\C#N)c2nc3ccccc3[nH]2)oc2ccccc12	2	3	-12	3	-9	4	0	-14	-18
CC(=O)c1cccc(Nc2ccc(-c3ccccc3F)nn2)c1	2	1	-6	-2	-1	11	4	0	2
Cc1cc(C)c(O)c(-c2cc(C(=O)NCc3ccccc3)[nH]n2)c1	-1	5	0	-3[fluorescence artefact?]	-4	12	-4	-10	-10[fluorescence artefact?]
CCOC(=O)CCCOC(=O)c1ccc(S(=O)(=O)N(C)C)cc1	-3	-5	-6	-5	-17	17	17	-15	14
CC(/C=C/c1ccccc1)=N\NC(=O)c1ccc2c(c1)OCCO2	-1	-2	·	-1[fluorescence artefact?]	7	15	5	-7	-11
CCC(=NCCc1c(C)[nH]c2ccc(C)cc12)C1=C(O)CC(c2ccccc2)CC1=O (stereo not drawn)	0	1	-4	3	-19	9	8	-5	-24
O=C(NC1CCCC1)C(=O)N(Cc1cccnc1)C(C(=O)NCC1CCCO1)c1ccco1 (stereo not drawn)	1	1	22	1	-9	0	-6	-16	2
CCC(=O)N1CCc2cc(S(=O)(=O)CCC(=O)NCc3ccco3)ccc21	1	5	-13	-3	2	8	3	6	-16
COc1ccc(NC(=O)C2(N(CC(C)C)C(=O)Cn3nnnc3N)CCCCC2)cc1	1	4	·	0	-11	13	2	-36	22
Cc1nn(-c2ccccc2)c(C)c1C(=O)NNC(=O)C(F)(F)F	-1	5	19	2	15	4	-15	-7	-3
CCCCOc1ccc(C(=O)NCCc2cccs2)cc1	8	1	·	1	·	0	-4	-26	8
COC(=O)c1scc2c(Oc3ccccc3)cc(C(F)(F)F)nc12	-1	-3	15	-4	-1	3	1	-3	-7
O=C(CN(Cc1ccco1)C(=O)CNS(=O)(=O)c1ccccc1)NCc1ccc(F)cc1	4	-7	·	-2	-3	3	-3	-16	-13
COc1ccc(CSCC(=O)N/N=C/c2ccc(OCC(=O)N3CCCCC3)cc2)cc1	0	-2	-1	11[fluorescence artefact?]	-6	12	-1	-20	21[fluorescence artefact?]
CCOc1ccc(N(C(=O)C2CCCO2)C2C=CS(=O)(=O)C2)cc1 (stereo not drawn)	-3	2	14	0	-4	-1	-7	-10	-8
COc1ccc(N2CCN(C(=O)c3c(C)nn(-c4ccccc4)c3C)CC2)cc1	-3	3	2	2[fluorescence artefact?]	-22	-13	-5	-6	-21[fluorescence artefact?]
O=S(=O)(c1ccc(F)cc1)N1CCN(C(=S)NC2CCCC2)CC1	-3	2	6	1	-16	12	2	-9	4
OCCn1c(-c2ccccc2)csc1=Nc1ccccc1	1	-2	6	11	-16	18	8	-13	37
COc1ccc(NC(=O)Nc2ccc3oc(C)nc3c2)cc1	3	1	-1	0	1	10	7	-9	-5
Cc1ccc(C(=O)Nc2ccc3nc(C)sc3c2)s1	2	-4	5	-2	4	4	-5	-20	-8
CC(/C=N/N1C(=O)CSC1=S)=C\c1ccccc1	1	4	5	-1	-1	4	-3	-5	-12
CCOC(=O)c1cn(CC)c2ccc(Br)cc2c1=O	-1	0	-2	12[fluorescence artefact?]	-34	10	4	-13	9[fluorescence artefact?]
Cn1c(CN2CCCC2)nc2cc(NC(=O)c3cccs3)ccc21	1	0	·	-2	-4	9	7	-14	37[fluorescence artefact?]
Cc1ccc(CC(=O)Nc2nc3ccccc3[nH]2)cc1C	-2	4	-3	0	-23	7	-7	-5	-4
Cn1cccc1C(=O)Nc1nccs1	-2	3	-1	1	-15	13	30	-15	2
O=C(NCCOc1ccc(Cl)cc1)C1CC(=O)N(c2ccc(F)cc2)C1 (stereo not drawn)	1	2	1	-1	-9	17	7	-10	-2
COc1cccc(/C=C2\SC(=N)N(c3ccc(F)cc3)C2=O)c1	2	9	9	7	1	3	-3	-7	-4
CC(=O)C1=C(C)Nc2cc(C(F)(F)F)ccc2S1	5	6	15	2	1	12	-1	-11	1
O=C(C=C=Nc1ccccc1)C(=O)N=C=Cc1ccccc1	1	12	-101	-7	-2	4	0	-11	-15
O=C(Nc1ccc(CN2CCCCC2)cc1)Nc1ccccc1Cl	0	3	-1	4	0	·	0	-29	-8
Cc1cc(=O)oc2cc(OCC(=O)OCC(=O)NCc3ccc4c(c3)OCO4)ccc12	1	4	3	-8	-42	16	4	-16	-5[fluorescence artefact?]
c1ccc(CN2CCN(c3ncnc4nc[nH]c34)CC2)cc1	4	-3	-5	1	2	14	6	-5	1

Later entries
SMILES	Wee1 stabilizer	p97 ATPase inh	Rad51 HR inh	eIF4E 4G PPI	hK5 inh	FXIIa inh 1536	FXIa inh	Mdm2 ligase inh	14-3-3 Bad PPI
CN(c1ccc(OCC(=O)NC2=NCCS2)cc1)S(=O)(=O)c1ccc(F)cc1	2	1	·	-1	-1	7	0	0	-4
Cc1ccc2c(c1)N(CCCC(=O)NCc1cccnc1)C(=O)CO2	-1	-6	·	-2	-12	-6	-14	·	4
CC(C)Cn1c(=O)c(C(=O)N/N=C/c2cccc(F)c2)c(O)c2ccccc21	1	0	-1	17	-9	26	20	-8	15
COc1ccc(N2CCN(Cc3nc4ccccc4n3C)CC2)cc1	1	4	7	15	-15	14	8	6	-11
CCSC1=C(C#N)C2(CCCC2)C(C#N)=C(N)N1	0	3	-2	-10	-14	11	6	-2	-13
O=S(=O)(c1ccccc1)N1CCN(c2cc(-c3ccccc3)nc3ncnn23)CC1	-1	2	0	-3	26	5	-2	-45	-4
CC1CCN(C(=O)CSc2nnc(CN3CCOCC3)n2-c2ccccc2)CC1	-2	7	·	-4	6	-2	4	-3	2
CCNS(=O)(=O)c1ccc(NC(=O)c2ccc(Cn3cc(Br)cn3)o2)cc1	-1	2	-1	2	-15	11	0	1	-2
Cc1[nH]c(=O)[nH]c(=O)c1S(=O)(=O)N1CCN(c2ccccc2F)CC1	3	6	3	·	-8	8	-2	-12	·
CCO[C@@H]1OC(C(=O)N2CCN(C)CC2)=C[C@H](c2ccc(C(F)(F)F)cc2)[C@H]1CCCO	8	3	-8	1	4	11	2	·	-5
COc1ccc(NC(=S)Nc2cccc(Cl)c2Cl)cc1OC	-4	5	3	-3	-1	2	-4	-6	42
Cc1cc(NC(=O)Cn2c(=O)n(CCCCC(=O)NC3CCN(Cc4ccccc4)CC3)c(=O)c3ccccc32)n[nH]1	6	9	4	0	4	12	-2	18	-14
O=C(NC1CCCCC1)N1CCC(c2nc(-c3ccc(S(=O)(=O)N4CCCC4)cc3)no2)CC1	-3	4	0	-3	-4	-15	-8	-24	4

Reformatted as labelled records: entries from further up
Cc1[nH]c(=O)[nH]c(=O)c1S(=O)(=O)N1CCN(c2ccccc2F)CC1
  Wee1 stabilizer = 3; p97 ATPase inh = 6; Rad51 HR inh = 3; eIF4E 4G PPI = ·; hK5 inh = -8; FXIIa inh 1536 = 8; FXIa inh = -2; Mdm2 ligase inh = -12; 14-3-3 Bad PPI = ·

CCO[C@@H]1OC(C(=O)N2CCN(C)CC2)=C[C@H](c2ccc(C(F)(F)F)cc2)[C@H]1CCCO
  Wee1 stabilizer = 8; p97 ATPase inh = 3; Rad51 HR inh = -8; eIF4E 4G PPI = 1; hK5 inh = 4; FXIIa inh 1536 = 11; FXIa inh = 2; Mdm2 ligase inh = ·; 14-3-3 Bad PPI = -5
